OXTR agonist: human OXTR agonism. P30559. CHO-OTR cells, Fluo-8 calcium fluorescence; normalized: DMSO 0%, oxytocin 100%. activation, % at 3 µM. 320,000 tested, 0.32% active. AID 2435;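 active = activation above the mean of all tested compounds plus 3 SD, cutoff set per screening run, cut at about 20% in these data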;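 also: peak over basal fluorescence ratio from a 100 s FLIPR kinetic read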
GalR3 antag: antagonists of human GalR3. O60755. HEK293 GalR3-CNG cAMP membrane potential fluorescence; galR3 body fused to GalR1 C-terminus. inhibition, % at 3 µM. 360,000 tested, 0.44% active;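 active = inhibition above the screen-wide average plus 3 SD, cut at about 13% in these data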;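 also: forskolin and galanin both at EC90 stimulate the cells; cAMP rise reported by CNG channel membrane potential dye signal; 0% = forskolin plus galanin with DMSO and 100% = forskolin alone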
MEKK2mut PB1 HTS: signal of MEK5 binding to mutant human MEKK2 PB1 domain; bead flow cytometry, Alexa488-MEK5 binding to MEKK2 mutant; percent response, % at 10 µM; 290,000 tested, 0.35% active; in the data active = percent response above about 24%, passing the limit was not always enough; also: inactives centre near 1; some results filed as inactive read as strong as hits; reference of the scale not given here
NALP1 inh: blocks the NALP1 inflammasome reconstituted in yeast | S. cerevisiae NALP1/ASC/caspase-1 growth, X-gal OD620, 72 h | inhibition, % at 10 µM | 280,000 tested, 0.61% active; in the data active = inhibition mostly above about 24%, no sharp cut-off; inactive = mostly below about 32%; also: some compounds called inactive have numbers as strong as hits
GPR7 antag: antagonists of human GPR7 (neuropeptides B/W receptor 1) | P48145 | 290,000 tested, 1.1% active | GPR7-expressing cells, fluorescence antagonist assay | inhibition, % at 4.4 µM; in the data active = inhibition above about 16%, passing the limit was not always enough;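 also: cells stimulated with the agonist NPW; 0% = agonist with vehicle and 100% = vehicle without agonist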
V1R ag counter: counter-screen for oxytocin receptor agonists: human V1a receptor agonists; CHO-V1R cells, Fluo-8 calcium fluorescence, agonist mode; 0% DMSO, 100% 3 nM vasopressin; 320,000 tested, 0.25% active; P37288; activation, % at 3 µM;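 active = activation above the mean activation of all tested compounds plus 3 SD, per screening run, cut at about 20% in these data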;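 also: signal is peak over basal fluorescence ratio across a 100 second FLIPR read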
Target sequence (P37288 whole entry, looked up): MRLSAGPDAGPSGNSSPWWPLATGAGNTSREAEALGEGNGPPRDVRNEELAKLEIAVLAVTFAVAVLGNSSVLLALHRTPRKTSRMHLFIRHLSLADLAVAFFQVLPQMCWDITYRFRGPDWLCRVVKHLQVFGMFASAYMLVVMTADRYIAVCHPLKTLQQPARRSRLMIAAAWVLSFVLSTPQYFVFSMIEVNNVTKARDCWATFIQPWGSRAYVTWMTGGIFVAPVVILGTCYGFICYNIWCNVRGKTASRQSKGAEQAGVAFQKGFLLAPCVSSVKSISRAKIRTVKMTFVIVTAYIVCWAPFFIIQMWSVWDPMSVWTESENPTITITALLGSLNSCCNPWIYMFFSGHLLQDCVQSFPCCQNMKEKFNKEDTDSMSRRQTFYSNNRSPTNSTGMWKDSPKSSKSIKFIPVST
PHOSPHO1 block: inhibitors of human PHOSPHO1 phosphatase | AID 1565 | Q8TCT1 | 290,000 tested, 1.1% active | recombinant PHOSPHO1, absorbance phosphatase assay | inhibition, % at 13.3 µM; in the data active = inhibition above about 60%
MEKK3 PB1 HTS: modulators (inhibitors or enhancers) of MEK5 binding to human MEKK3 PB1 domain; bead-based flow cytometry, Alexa488-MEK5 binding to MEKK3; actives lie on both sides; 0 = blocked by unlabeled MEK5, 100 = vehicle; binding response (% of control), % at 10 µM; AID 1529; Q99759; 290,000 tested, 1.4% active;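 active = binding response more than 3 SD above or below the average of its plate-row segment, actives on both sides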;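 also: Alexa488 bead fluorescence after subtracting the streptavidin-only scavenger bead signal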
Target sequence (Q99759 whole entry, looked up, the tested form may be a part): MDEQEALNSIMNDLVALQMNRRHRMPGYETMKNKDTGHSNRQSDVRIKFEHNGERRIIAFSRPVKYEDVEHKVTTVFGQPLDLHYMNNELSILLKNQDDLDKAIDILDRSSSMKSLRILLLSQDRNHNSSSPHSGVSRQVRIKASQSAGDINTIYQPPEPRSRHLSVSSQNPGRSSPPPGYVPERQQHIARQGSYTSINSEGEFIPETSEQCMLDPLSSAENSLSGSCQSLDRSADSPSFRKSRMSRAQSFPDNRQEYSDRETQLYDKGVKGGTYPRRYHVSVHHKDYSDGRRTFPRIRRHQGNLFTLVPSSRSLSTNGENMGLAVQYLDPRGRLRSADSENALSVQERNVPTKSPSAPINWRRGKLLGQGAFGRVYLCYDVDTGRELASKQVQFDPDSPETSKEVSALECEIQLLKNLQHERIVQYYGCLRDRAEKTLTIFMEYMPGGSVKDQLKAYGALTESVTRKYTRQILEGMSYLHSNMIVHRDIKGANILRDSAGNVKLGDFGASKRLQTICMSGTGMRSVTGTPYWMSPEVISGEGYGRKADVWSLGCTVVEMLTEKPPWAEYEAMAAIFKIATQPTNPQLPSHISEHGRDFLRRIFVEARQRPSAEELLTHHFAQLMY
MEKK2 WT-MEK5: raises or lowers MEK5 binding to wildtype human MEKK2 PB1 domain. Q9Y2U5. bead flow cytometry, Alexa488-MEK5 binding to MEKK2 WT; actives lie on both sides. binding response (% of control), % at 10 µM. 290,000 tested, 1.1% active; in the data active = binding response below about 67% or above about 130%
Numbers without * were called inactive; i = inactive; / = no result given.

Sample of the layout (6 entries):
[1] C=CCn1c(SCC(=O)N(CC)CC)nc(O)cc1=O
[2] O=C(NCC(=O)N1CCN(S(=O)(=O)/C=C/c2ccccc2)CC1)c1ccccc1F
[3] COc1ccc(-c2nnc(-c3ccc(N(C)C)cc3)o2)cc1
[4] CCCn1c(C2CC(=O)N(c3cc(OC)ccc3OC)C2)nc2ccccc21 (configuration not stated)
[5] Cc1ccc2cc(C#N)c(NCCNC(=S)NCCCN(C)C)nc2c1C
[6] O=C(/C=C/c1ccc([N+](=O)[O-])o1)NNC(=O)c1ccc(F)cc1
assay / entry	1	2	3	4	5	6
OXTR agonist	-0.5	-1.4	1.2	1.3	0.0	0.9
GalR3 antag	-4	-1	-4	/	-10	3
MEKK2mut PB1 HTS	5	-1	1	-1	10	6
NALP1 inh	13	-12	/	/	2	12
GPR7 antag	-4	4	-10	4	3	-19
V1R ag counter	0.2	-0.5	0.0	0.8	-0.2	0.4
PHOSPHO1 block	14	23	-6	1	64*	27
MEKK3 PB1 HTS	102	112	98	94	101	101
MEKK2 WT-MEK5	107	103	101	99	120	103

The listing, repeating the preview:
[1] C=CCn1c(SCC(=O)N(CC)CC)nc(O)cc1=O
[2] O=C(NCC(=O)N1CCN(S(=O)(=O)/C=C/c2ccccc2)CC1)c1ccccc1F
[3] COc1ccc(-c2nnc(-c3ccc(N(C)C)cc3)o2)cc1
[4] CCCn1c(C2CC(=O)N(c3cc(OC)ccc3OC)C2)nc2ccccc21 (configuration not stated)
[5] Cc1ccc2cc(C#N)c(NCCNC(=S)NCCCN(C)C)nc2c1C
[6] O=C(/C=C/c1ccc([N+](=O)[O-])o1)NNC(=O)c1ccc(F)cc1
assay / entry	1	2	3	4	5	6
OXTR agonist	-0.5	-1.4	1.2	1.3	0.0	0.9
GalR3 antag	-4	-1	-4	/	-10	3
MEKK2mut PB1 HTS	5	-1	1	-1	10	6
NALP1 inh	13	-12	/	/	2	12
GPR7 antag	-4	4	-10	4	3	-19
V1R ag counter	0.2	-0.5	0.0	0.8	-0.2	0.4
PHOSPHO1 block	14	23	-6	1	64*	27
MEKK3 PB1 HTS	102	112	98	94	101	101
MEKK2 WT-MEK5	107	103	101	99	120	103

[7] Cc1ccc(SCC(=O)Nc2cccnc2)cc1
[8] COc1cc2c(cc1OC)C(C(=O)Nc1cc(OC)c(OC)c(OC)c1)C(c1cccnc1)N(C)C2=O (configuration not stated)
[9] COc1ccc(NC(=O)C(Cc2cc(C)cc(C)c2)C(C)C(=O)O)cc1 (configuration not stated)
[10] COc1ccc(Cn2c(/C=C/c3ccccc3)nc3ccccc32)cc1
[11] CCc1nnc(NC(=O)CSc2nnc(COc3ccccc3)n2-c2ccc(C)cc2)s1
[12] CCN1CCN(Cc2nc3ccc([N+](=O)[O-])cc3c(=O)n2-c2ccc(OC)cc2OC)CC1
assay / entry	7	8	9	10	11	12
OXTR agonist	0.7	0.4	-0.5	-1.2	0.6	0.1
GalR3 antag	-1	1	-5	-10	5	-8
MEKK2mut PB1 HTS	5	-13	1	5	6	0
NALP1 inh	/	-12	9	5	8	22
GPR7 antag	-4	-9	-2	14	-7	7
V1R ag counter	4.3	-0.6	0.7	3.1	0.9	3.4
PHOSPHO1 block	/	0	14	8	12	27
MEKK3 PB1 HTS	102	99	101	108	104	100
MEKK2 WT-MEK5	105	88	100	119	97	97

[13] O=C(CSc1ccc2c(c1)OCCO2)Nc1ncc(Cl)cc1Cl
[14] COc1ccccc1NC(=O)c1ccccc1S(=O)(=O)c1ccc([N+](=O)[O-])cc1
[15] Cc1cc(C)c(C(=O)N(CCN(C)C)CC2CCCN(Cc3ccccc3F)C2)o1 (configuration not stated)
[16] CCCCn1c(N)c(N(CCOC)C(=O)CSc2nc3ccc(C)cc3[nH]2)c(=O)[nH]c1=O
[17] COc1cc(NC(=O)c2cc(OC)c(OC)c(OC)c2)ccc1NC(=O)c1cccs1
[18] Cc1cccc(NC(=O)CCOc2ccccc2)c1C
assay / entry	13	14	15	16	17	18
OXTR agonist	5.5	0.6	-0.1	0.4	0.4	0.0
GalR3 antag	-5	1	-1	-6	-2	-7
MEKK2mut PB1 HTS	5	2	4	2	8	3
NALP1 inh	22	19	11	-3	15	6
GPR7 antag	5	-18	18	-8	-11	-5
V1R ag counter	5.2	0.2	-1.1	0.8	3.0	0.3
PHOSPHO1 block	14	41	38	48	33	32
MEKK3 PB1 HTS	95	101	98	101	104	102
MEKK2 WT-MEK5	98	99	116	97	108	99

[19] Cc1cc(=O)n2nc(N3CCCC(C(=O)N4CCN(C)CC4)C3)sc2n1 (configuration not stated)
[20] COc1ccc(-c2cc(C(=O)N/N=C(\C)c3cccnc3)c3ccccc3n2)c(OC)c1
[21] CN(Cc1ccccc1)C(=O)CCC1CCN(C(=O)CCC(F)(F)F)CC1
[22] Cn1cccc1/C=N/N1CCN(Cc2ccc(Cl)cc2)CC1
[23] O=C(Cn1nnc(-c2ccccc2)n1)N/N=C/c1cccc([N+](=O)[O-])c1
[24] CCOC(=O)C(CC)(CC)C(=O)/C=C/c1cccc(Br)c1
assay / entry	19	20	21	22	23	24
OXTR agonist	-0.2	0.3	-0.3	-0.5	0.0	-2.1
GalR3 antag	-1	-1	-4	-2	5	-4
MEKK2mut PB1 HTS	2	7	0	-16	7	2
NALP1 inh	12	2	8	i	11	/
GPR7 antag	12	-38	11	-4	-10	1
V1R ag counter	-0.8	2.4	-0.1	-0.2	0.1	-0.8
PHOSPHO1 block	2	45	25	22	2	/
MEKK3 PB1 HTS	104	105	100	86	102	99
MEKK2 WT-MEK5	102	103	100	91	103	97

[25] CNC(=O)/C(C#N)=C/c1c(N(Cc2ccccc2)Cc2ccccc2)nc2c(C)cccn2c1=O
[26] O=C1c2ccccc2NC(c2ccc(O)cc2)N1c1ccccc1 (configuration not stated)
[27] Cc1ccc(CN2CCSc3ccc(C(=O)N4CCN(c5ncccn5)CC4)cc32)cc1
[28] O=S(=O)(c1ccccc1)c1nc(-c2ccco2)oc1N1CCCCC1
[29] CCOc1ccc(S(=O)(=O)N2CCOCC2)cc1NC(=O)CN1C(=O)NC(CC)(c2ccccc2)C1=O (configuration not stated)
[30] COC(=O)Cc1c(C)c2ccc(OCC(=O)N3CCC(C)CC3)c(C)c2oc1=O
assay / entry	25	26	27	28	29	30
OXTR agonist	-0.1	0.2	-1.4	-1.1	0.3	5.8
GalR3 antag	-5	-13	/	-8	-1	-3
MEKK2mut PB1 HTS	14	4	-10	3	5	8
NALP1 inh	23	0	-2	-8	14	6
GPR7 antag	39*	-1	-4	-6	-11	4
V1R ag counter	5.9	2.9	-1.3	-0.8	1.2	7.5
PHOSPHO1 block	-5	15	-83	32	38	29
MEKK3 PB1 HTS	99	96	85	98	102	103
MEKK2 WT-MEK5	112	98	90	98	104	102

[31] Cc1nc(N2CCOCC2)c2c(C)c(C(=O)Nc3ccccc3Cl)sc2n1
[32] CC(C)N(CCCNC(=O)C1CCN(S(=O)(=O)N2CCOCC2)CC1)Cc1ccccc1
[33] CC1(C)Cc2nc3nc(SCC(=O)NCCc4ccccc4)n(-c4ccccc4)c(=O)c3cc2CO1
[34] COc1ccc(C(=O)Nc2nc3ccc4nc(C)sc4c3s2)cc1
[35] O=C(CSc1nccn1-c1ccccc1)N1CCc2ccccc21
[36] OC(COc1ccccc1Cl)CN1CCN(CC(O)COc2ccccc2Cl)CC1 (configuration not stated)
assay / entry	31	32	33	34	35	36
OXTR agonist	-0.1	0.3	-1.0	0.7	-0.8	12
GalR3 antag	2	-3	-2	0	-2	-9
MEKK2mut PB1 HTS	-1	/	-6	-8	-6	35*
NALP1 inh	10	14	14	12	4	-11
GPR7 antag	-7	0	4	-7	7	9
V1R ag counter	-0.5	1.5	-0.4	0.1	-0.8	5.4
PHOSPHO1 block	-23	10	50	22	29	7
MEKK3 PB1 HTS	101	/	94	90	93	109
MEKK2 WT-MEK5	96	/	94	98	94	150*

[37] Cc1ccc(OCCNC(=O)c2cc(=O)[nH]c3ccccc23)cc1
[38] CC(c1ccon1)N(C)C(=O)c1ccc2nc(Cc3cccc(Cl)c3)oc2c1 (configuration not stated)
[39] O=[N+]([O-])c1cccc(/C=N\N2CCN(c3ccc(Cl)cc3)CC2)c1
[40] COCCN1C(=O)c2oc3c(C)cc(C)cc3c(=O)c2C1c1cccc(O)c1 (configuration not stated)
[41] COc1ccccc1CC(=O)NCCc1ccccc1
[42] COc1ccc(Cn2c(=S)[nH]c3cc(OC)c(OC)cc3c2=O)cc1
assay / entry	37	38	39	40	41	42
OXTR agonist	-1.3	1.9	0.4	-0.2	-0.3	-0.3
GalR3 antag	1	-7	3	-1	-3	0
MEKK2mut PB1 HTS	-8	1	7	3	6	-2
NALP1 inh	7	23	18	10	11	-1
GPR7 antag	1	14	-3	5	-2	-5
V1R ag counter	0.4	3.8	0.8	-0.3	0.3	0.8
PHOSPHO1 block	36	19	17	18	29	-116
MEKK3 PB1 HTS	100	101	100	109	110	104
MEKK2 WT-MEK5	87	105	93	101	114	99

[43] COC1CCCN(C(=O)c2ccc3oc(Cc4ccc(Cl)cc4)nc3c2)C1 (configuration not stated)
[44] Cn1c(=O)c2cc(S(=O)(=O)N3CCOCC3)ccc2n(C)c1=O
[45] NC(=O)CSc1nnc2ccc(-c3ccc(F)cc3)nn12
[46] CC(NC(=O)CN(C)S(=O)(=O)c1cnc[nH]1)c1ccccc1 (configuration not stated)
[47] COc1ccc(NC(=O)OCCn2c([N+](=O)[O-])cnc2C)cc1
[48] COc1cccc(-c2cc(C(=O)N3CCOCC3)no2)c1
assay / entry	43	44	45	46	47	48
OXTR agonist	1.5	1.2	-0.7	0.4	-0.7	1.1
GalR3 antag	-1	-9	3	1	-2	-7
MEKK2mut PB1 HTS	8	-2	1	-2	0	-2
NALP1 inh	7	11	23	0	27	35
GPR7 antag	0	-11	-3	-13	-7	6
V1R ag counter	4.4	0.8	0.0	-0.9	-0.2	0.8
PHOSPHO1 block	-7	22	39	-28	-24	40
MEKK3 PB1 HTS	103	103	98	100	96	100
MEKK2 WT-MEK5	104	103	100	97	102	104

[49] COC(=O)C1=C(C)N(C(C)C)C(=O)C1(NC(=O)C1CCCCC1)C(F)(F)F (configuration not stated)
[50] CCN(CC)C(=O)COc1ccc2oc(-c3ccco3)cc(=O)c2c1
[51] COc1ccc(NC(=O)C2CCN(S(C)(=O)=O)CC2)cc1OC
[52] CC(C)c1ccc(C(=O)NNC(=O)c2ccncc2)cc1
[53] CC(=NCc1ccco1)C1=C(O)c2ccccc2C1=O
[54] COc1ccc(NC(=S)N(CCCN2CCCC2)Cc2ccco2)cc1
assay / entry	49	50	51	52	53	54
OXTR agonist	0.3	-0.7	-0.2	0.4	0.8	-0.1
GalR3 antag	-5	-5	-6	-8	3	-2
MEKK2mut PB1 HTS	6	6	1	-12	2	-3
NALP1 inh	-12	-8	12	0	5	4
GPR7 antag	-7	-17	-11	-6	-4	-4
V1R ag counter	-1.1	-0.1	0.1	0.4	0.8	-0.2
PHOSPHO1 block	28	15	19	28	-2	-10
MEKK3 PB1 HTS	102	107	103	97	99	96
MEKK2 WT-MEK5	99	103	105	89	100	101

[55] Brc1ccccc1C1CC(c2ccccc2)=Nc2ccccc2N1 (configuration not stated)
[56] O=c1c2[nH]c3ccc(F)cc3c2ncn1C1CCCCC1
[57] CC(C)(C)c1ccc(OCC(=O)N/N=C/c2cc(Br)ccc2OC(=O)c2ccco2)cc1
[58] Cc1ccc(NC(=O)c2ccc3[nH]c(=O)c(=O)[nH]c3c2)nc1
assay / entry	55	56	57	58
OXTR agonist	-2.5	-0.2	0.9	-0.1
GalR3 antag	-4	4	-1	-9
MEKK2mut PB1 HTS	1	4	/	1
NALP1 inh	12	12	16	8
GPR7 antag	1	8	-3	-8
V1R ag counter	0.0	0.1	0.2	0.1
PHOSPHO1 block	-7	-1	18	40
MEKK3 PB1 HTS	126	97	/	100
MEKK2 WT-MEK5	105	99	/	101

Screening results deposited in PubChem by several laboratories.
